TRHR PAM = TRH receptor (human) allosteric enhancement; TRHR cells, fluo-8 calcium fluorescence, EC20 TRH enhancement; enhancement, % at 2 µM; hit rate 0.66% among 360,000; AID 493056; in the data active = enhancement above about 30%; also: 0% is about no effect
Target sequence (P34981 whole entry, looked up): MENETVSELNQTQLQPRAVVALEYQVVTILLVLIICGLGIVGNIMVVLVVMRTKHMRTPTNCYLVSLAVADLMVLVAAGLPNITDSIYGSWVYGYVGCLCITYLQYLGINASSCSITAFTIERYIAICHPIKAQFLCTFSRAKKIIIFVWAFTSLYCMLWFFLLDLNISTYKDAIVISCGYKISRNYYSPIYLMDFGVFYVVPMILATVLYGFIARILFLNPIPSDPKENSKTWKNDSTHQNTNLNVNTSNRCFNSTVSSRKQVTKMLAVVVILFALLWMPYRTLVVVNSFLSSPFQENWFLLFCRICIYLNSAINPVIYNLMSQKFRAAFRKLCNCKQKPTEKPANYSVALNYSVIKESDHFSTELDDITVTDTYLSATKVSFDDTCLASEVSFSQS
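Enhancer read-out: after compound pinning and an initial kinetic agonist-mode read, an EC20 of TRH (10 nM final) was injected and fluo-8 calcium signal (Ex 480/Em 530) followed at 1 s/cycle for 100 cycles in TRHR-expressing cells.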
D1 antagonist = human D1 dopamine receptor antagonism | hit rate 3.2% among 360,000 | HEK293 TREx D1 cells, calcium flux, dopamine EC80; stronger effect = lower value | P21728 | AID 504652 | activity change, negative = inhibition, % at 10 µM; in the data active = activity change below about -30%; also: % is scaled to controls: 0 for no effect and ±100 for the full control effect
Target sequence (P21728 whole entry, looked up): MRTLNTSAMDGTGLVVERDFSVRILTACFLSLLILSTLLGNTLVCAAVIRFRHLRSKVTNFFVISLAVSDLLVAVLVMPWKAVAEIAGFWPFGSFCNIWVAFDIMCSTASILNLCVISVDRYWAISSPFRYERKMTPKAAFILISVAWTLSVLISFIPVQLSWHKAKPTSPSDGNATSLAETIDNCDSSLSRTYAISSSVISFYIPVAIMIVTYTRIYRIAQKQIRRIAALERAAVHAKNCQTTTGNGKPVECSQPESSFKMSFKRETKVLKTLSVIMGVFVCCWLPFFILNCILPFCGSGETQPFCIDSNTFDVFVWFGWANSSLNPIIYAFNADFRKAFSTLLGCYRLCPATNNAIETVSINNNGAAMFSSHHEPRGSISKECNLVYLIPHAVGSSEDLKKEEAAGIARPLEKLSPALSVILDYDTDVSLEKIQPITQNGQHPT
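HEK293 T-REx cells expressing inducible, force-coupled D1 receptor; no-wash Ca dye, 30–90 min RT. Cmpd → 180 s read at 1 Hz → EC80 DA → 180 s read.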
D1 potentiator = enhances dopamine response at the human D1 receptor; P21728; HEK293 TREx D1 cells, calcium flux, dopamine EC20 potentiation; potentiation, % at 10 µM; hit rate 0.036% among 360,000; AID 504651; in the data active = potentiation above about 30%; also: 0% is about no effect
D1 agonist = human D1 receptor agonism; P21728; HEK293 T-REx D1 cells, calcium flux, agonist mode; activation, % at 2 µM; hit rate 1% among 360,000; AID 504660; also: 0% is about no effect
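Agonism was scored from calcium flux recorded over 180 s (1 read/s) after pintool compound addition, following a 10-cycle baseline. Cells were inducible force-coupled HEK293 TREx D1, plated overnight at 30 C and loaded with no-wash calcium dye.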
TRHR agonist = activates the human TRH receptor | P34981 | TRHR cells, calcium flux fluo-8, FDSS agonist mode | activation, % at 2 µM | hit rate 0.18% among 360,000; also: 0% is about no effect
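TRHR-expressing cells, plated overnight in medium with 10% serum, were loaded with fluo-8 calcium dye at room temperature. After a 10 s baseline, library compound was pin-added and calcium release was recorded kinetically (ex 480/em 530) as agonist response.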
D2 antag = antagonists of human D2 dopamine receptor | hit rate 2% among 340,000 | inhibition, % at 10 µM | HEK293 TREx D2 cells, calcium flux, dopamine EC80 | AID 485344; in the data active = inhibition above about 30%; also: 0% is about no effect
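Read-out: kinetic calcium fluorescence (1 cycle/s) in inducible HEK293 T-REx D2 cells after an EC80 dopamine addition that followed 180 s compound preincubation. Loss of the dopamine response indicates antagonism.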
D2 ag = agonists of human D2 dopamine receptor. hit rate 0.53% among 340,000. AID 485358. P14416. activation, % at 2 µM. HEK293 T-REx D2 cells, calcium flux agonist mode;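 active = activation over 3 SD above normal in the single-dose calcium agonist read, cut at about 30% in these data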; also: 0% is about no effect
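Calcium-flux readout, 1 cycle/sec over 180 s following compound pin transfer, in inducible HEK293 Trex D2 cells (force-coupled); dopamine controls included. Positive calcium responses during this window marked compounds as potential agonists.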
D2 potentiator = D2 dopamine receptor (human) potentiation; P14416; HEK293 T-REx D2, calcium flux, EC20 dopamine potentiation; potentiation, % at 10 µM; hit rate 0.34% among 340,000;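 active = potentiation over 3 SD above the plate norm, cut at about 30% in these data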; also: 0% is about no effect
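Potentiation of an EC20 dopamine calcium response is measured in a force-coupled, tetracycline-inducible Hek293 Trex D2 line. Compound-only kinetic reads over 180 s flag agonists before dopamine addition.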
RXFP1 antag = RXFP1 (human) relaxin receptor antagonism; hit rate 0.59% among 350,000; HEK293-RXFP1, relaxin-stimulated cAMP HTRF, 30 min; stronger effect = lower value; activity change, negative = inhibition, % at 57.5 µM; Q9HBX9; AID 1259400;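 active = activity change of -60% or lower, but not beyond a set lower limit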; also: % is scaled to controls: 0 for no effect and ±100 for the full control effect
Numbers without * were called inactive; · = not tested or not shown; & = joins results of further samples. Rule as the data show it, unless noted: active = activation above about 30%; inactive = the rest.

Assay codes: A = TRHR PAM; B = D1 antagonist; C = D1 potentiator; D = D1 agonist; E = TRHR agonist; F = D2 antag; G = D2 ag; H = D2 potentiator; I = RXFP1 antag
O=C(NC(Cc1ccc(O)cc1)C(=O)O)/C(=C/c1ccccc1)NC(=O)c1ccccc1 (centres undefined)
  A: -2; B: 2; C: 7; D: 2; E: 1.1; F: -3; G: 0.4; H: -6; I: -11

O=C(c1ccccc1)N1CCN(C(=O)N2CCOCC2)CC1
  A: -4; B: 9; C: -4; D: 2; E: 0.8; F: 11; G: 0.5; H: -4; I: 3

c1ccc(CN2CCC3(CC2)Nc2ccccc2CO3)cc1
  A: 20; B: -1; C: 0; D: 1; E: -0.1; F: 25; G: 0.7; H: -7; I: -1

CSc1nc(SCC(=O)NCc2ccco2)c2c3c(sc2n1)COC(C)(C)C3
  A: 3; B: -6; C: -2; D: 2; E: 1.2; F: -9; G: 0.0; H: -5; I: -16

Cc1cccc(N(CC(=O)NC2CCCC2)C(=O)CCC(=O)Nc2cc(C)on2)c1
  A: -1; B: 16; C: 2; D: 0; E: -0.9; F: -1; G: 5.3; H: ·; I: -5

CCCCCCN(C(=O)CCCCCN1C(=O)NC(c2ccc(Cl)cc2)C(C(=O)OCc2ccccc2)=C1C)C(C(=O)NCCCC)c1ccc(OCC(=O)OC)c(C(=O)OC)c1 (centres undefined)
  A: 2; B: -10; C: -1; D: 7; E: 2.4; F: 21; G: 1.5; H: -4; I: ·

COC(=O)Nc1ccc(S(=O)(=O)Nc2ccc(C)cc2)cc1
  A: 1; B: -3; C: -3; D: 8; E: 0.5; F: -6; G: -0.3; H: 0; I: ·

COc1ccc(N2CCN(S(=O)(=O)c3ccc4c(c3)OCCO4)CC2)cc1
  A: -2; B: -8; C: -3; D: 3; E: -0.7; F: 2; G: 0.2; H: 0; I: -20

Cc1c(C(=O)NC(C)C)sc2ncn(CC(=O)N3CCC(C)CC3)c(=O)c12
  A: 10; B: ·; C: 0; D: -1; E: 0.7; F: 0; G: -0.5; H: 10; I: 11

CC(=O)N1CCCC1c1nc2ccccc2n1Cc1ccccc1C (centres undefined)
  A: -1; B: -3; C: -2; D: 20; E: 0.2; F: ·; G: ·; H: -10; I: 7

COc1ccc(C2=NN(C(=O)c3cccnc3)C(c3ccccc3)C2)cc1 (centres undefined)
  A: 0; B: -1; C: -8; D: 4; E: 1.5; F: 0; G: 0.3; H: 10; I: 16

COc1ccc(/C=C/C2=CCN(Cc3ccc(OC)cc3)CC2)cc1
  A: 1; B: 32; C: -6; D: 7; E: 1.9; F: -11; G: -0.2; H: -12; I: -2

COC(=O)[C@H](Cc1ccccc1)NC(=O)N1CCN(Cc2ccccc2)CC1
  A: 2; B: -14; C: -4; D: 3; E: 0.0; F: 10; G: 0.1; H: 1; I: -12

Cc1ccn(CC(=O)NC2CCCN(Cc3ccc(CC(C)C)cc3)C2)n1 (centres undefined)
  A: -9; B: -25; C: -4; D: 6; E: -0.3; F: -12; G: 0.3; H: -6; I: 2

CCc1ccccc1N(CC(=O)N1CCCCC1)S(=O)(=O)c1ccccc1
  A: 2; B: -7; C: -5; D: 0; E: 0.0; F: -8; G: 0.1; H: 20; I: -7

CC(C)CC(=O)NC(=S)Nc1nc(-c2ccccc2)cs1
  A: 4; B: 6; C: 5; D: 10; E: 0.6; F: -9; G: 0.2; H: 1; I: -13

Cc1ccc(OCC(=O)NC2CCS(=O)(=O)C2)c([N+](=O)[O-])n1 (centres undefined)
  A: 0; B: 2; C: -4; D: 8; E: 0.1; F: -12; G: -0.6; H: -6; I: -4

CN1CCN(/C=N/c2c(C#N)cnn2-c2ccccc2)CC1
  A: -2; B: -3; C: -7; D: 1; E: 0.0; F: 14; G: 0.5; H: -15; I: -6

Cc1ccsc1/C=N\NC(=O)c1n[nH]c2c1CCC2
  A: -1; B: 5; C: -3; D: 1; E: -0.1; F: 3; G: -0.3; H: 5; I: -5

CCOC(=O)CN(C(=O)CSc1nnc(CNc2ccc(F)cc2)o1)c1ccccc1
  A: 4; B: -7; C: 0; D: 1; E: -0.2; F: 2; G: -0.1; H: 0; I: -14

O=C(COc1ccccc1Cl)Nc1cccc(S(=O)(=O)NC2=NCCCCC2)c1
  A: -4; B: 3; C: 2; D: 7; E: -0.3; F: ·; G: ·; H: ·; I: -5

CCc1c(C#N)c(SCCC(=O)Nc2ccc(OC)cc2)nc2c1C(=O)CC(C)(C)C2
  A: -4; B: -6; C: -5; D: -3; E: 0.0; F: 25; G: -0.7; H: -2; I: -1

CCN(C(=S)NCc1ccccc1)c1cccc2ccccc12
  A: -10; B: -21; C: -8; D: 10; E: -0.6; F: -6; G: -3.5; H: -13; I: -3

Cc1cccc(/C(N)=N/OC(=O)c2ccncc2)c1
  A: -5; B: -2; C: 28; D: 1; E: -0.2; F: 19; G: 4.0; H: 14; I: -19

COc1cccc(-c2ocnc2C(=O)Nc2ccc(N3CCOCC3)cc2N2CCOCC2)c1
  A: 2; B: -4; C: -5; D: 1; E: -0.5; F: 0; G: -1.4; H: 1; I: -1

O=C1CCCN1c1cc(Cl)cc(Cl)c1
  A: 2; B: 0; C: -2; D: -1; E: 0.0; F: 28; G: -0.6; H: -25; I: -8

COc1cc(NC(=O)c2cc(Cl)nnc2Cl)cc(OC)c1OC
  A: 5; B: -3; C: -3; D: 2; E: -0.1; F: 9; G: 0.8; H: 6; I: 5

CCCC1/C(=N/O)CC(c2ccccc2)NC1c1ccccc1 (centres undefined)
  A: 5; B: -7; C: -2; D: 3; E: -0.3; F: 0; G: -0.6; H: 0; I: -36

Cc1ccc(C(=O)c2cc3ccccc3o2)cc1
  A: 1; B: -6; C: -1; D: 0; E: -0.2; F: -11; G: -0.6; H: 9; I: 5

CC(=O)c1sc2nsc(SCCN3CCCC3)c2c1N
  A: 2; B: -8; C: -1; D: 4; E: -0.2; F: -18; G: -0.6; H: -1; I: -7

O=C(COC(=O)Cc1ccc(F)cc1)NC1CCCC1
  A: -4; B: 4; C: -2; D: 4; E: -0.7; F: -15; G: 0.1; H: -10; I: 1

CCn1c(=N)n(CC(O)COc2ccc(C)cc2)c2ccccc21 (centres undefined)
  A: -7; B: 25; C: -3; D: 9; E: 0.9; F: 2; G: 0.4; H: -11; I: -4

CCOc1ccc(Nc2c(S(=O)(=O)c3ccc(C)cc3)cnc3ccc(F)cc23)cc1
  A: 2; B: 2; C: -6; D: 0; E: 0.1; F: ·; G: -0.2; H: 1; I: -8

CC(C)CCN1CCN(Cc2ccc(C(F)(F)F)cc2)CC1CCO (centres undefined)
  A: -1; B: 0; C: -6; D: 3; E: 2.0; F: 14; G: -0.6; H: -24; I: 0

CN(C)S(=O)(=O)c1ccc(Cl)c(NC(=O)COc2ccccc2[N+](=O)[O-])c1
  A: 3; B: -6; C: 4; D: 0; E: 1.1; F: 16; G: -1.0; H: -7; I: ·

CN1CCN(c2ccc(NS(=O)(=O)c3ccc(Cl)cc3)cn2)CC1
  A: 6; B: 1; C: -1; D: 6; E: 0.0; F: 33*; G: -1.3; H: -5; I: -3

Cc1ccccc1OCC(=O)N1CCN(C(=O)COc2ccccc2C)CC1
  A: -9; B: 4; C: -4; D: 3; E: 0.1; F: 4; G: 0.8; H: -2; I: -25

COc1cccc(/C=C/C(=O)Nc2ccc(C(=O)Nc3cccc(S(N)(=O)=O)c3)cc2)c1OC
  A: 8; B: -28; C: ·; D: 11; E: 0.5; F: 77*; G: -1.9; H: -35; I: -3

O=C(COC(=O)c1cccc(Br)c1)NC(=O)NC1CCCC1
  A: 1; B: -7; C: 8; D: 2; E: -0.2; F: -19; G: -0.1; H: 4; I: -27

CC(C)Oc1ccc(C(=O)NC2CCS(=O)(=O)C2)cc1 (centres undefined)
  A: 1; B: -16; C: 7; D: -3; E: -1.6; F: 1; G: -1.5; H: 15; I: -3

Cc1[nH]n(-c2ccccc2)c(=O)c1C(=O)c1ccccc1
  A: 9; B: 11; C: -3; D: 2; E: 0.2; F: -40; G: 0.5; H: 13; I: -5

COc1ccc(/C=C2\C(=N)N3N=C(CC(=O)N4CCOCC4)SC3=NC2=O)cc1
  A: 6; B: 2; C: -4; D: 5; E: 0.9; F: 9; G: -0.8; H: -5; I: 7

O=C(CCN1C(=O)/C(=C/c2ccccc2)SC1=S)NNC(=O)c1ccncc1
  A: -5; B: -6; C: -12; D: 4; E: -0.2; F: ·; G: ·; H: ·; I: -1

CCC1CN(C(=O)N2CCC(C(=O)Nc3ccccc3F)CC2)c2ccccc2O1 (centres undefined)
  A: -4&12; B: 3&4; C: 6&1; D: 2&-1; E: -0.2&-0.1; F: ·; G: -1.3; H: 12&6; I: 28&-37

CCOC(=O)c1ccccc1NS(=O)(=O)c1ccc(OC)cc1
  A: -12; B: -16; C: -3; D: 2; E: -0.6; F: 4; G: 0.2; H: -4; I: -6

Cc1onc(-c2ccccc2)c1C(=O)O/N=C(\N)c1ccc([N+](=O)[O-])o1
  A: -3; B: -1; C: -2; D: 1; E: -1.5; F: 14; G: 0.3; H: 7; I: 5

Cc1cc(NC(=O)CSc2nnc(-c3c[nH]c4ccccc34)n2C)no1
  A: 4; B: -6; C: -4; D: 3; E: 1.1; F: -6; G: 0.2; H: -13; I: -1

O=C(/C=C/c1cc([N+](=O)[O-])ccc1OC(F)F)NCc1ccc(F)cc1
  A: -5; B: -5; C: 2; D: 0; E: -0.8; F: 5; G: 0.8; H: -23; I: -11

COc1ccc(/C=C2\Sc3ccc(C(=O)NCCCN4CCCC4)cc3N(C)C2=O)cc1OC
  A: -1; B: -9; C: -10; D: 1; E: -0.1; F: 11; G: 0.2; H: 11; I: 10

Cc1cc(C)cc(-n2c(C)cc(/C=N/NC(=O)CN(c3c(C)cccc3C)S(C)(=O)=O)c2C)c1
  A: 26; B: 16; C: 10; D: 2; E: -0.6; F: 10; G: 0.7; H: 4; I: -5

COc1ccc(OC)c(CCNC(=O)CN2C(=O)CC(C)(C)S(=O)(=O)c3ccccc32)c1
  A: 18; B: 11; C: ·; D: 2; E: 0.9; F: -1; G: 0.3; H: 34*; I: -14

O=C(N/N=C/c1ccco1)c1cc(-c2ccncc2)nc2ccccc12
  A: 1; B: -6; C: -3; D: 5; E: 0.0; F: 4; G: -0.3; H: 4; I: -5

Of the compounds above, 4 contain two or more sulfur atoms.
Assay codes: A = TRHR PAM; B = D1 antagonist; C = D1 potentiator; D = D1 agonist; E = TRHR agonist; F = D2 antag; G = D2 ag; H = D2 potentiator; I = RXFP1 antag
CSc1nc(SCC(=O)NCc2ccco2)c2c3c(sc2n1)COC(C)(C)C3
  A: 3; B: -6; C: -2; D: 2; E: 1.2; F: -9; G: 0.0; H: -5; I: -16

CC(C)CC(=O)NC(=S)Nc1nc(-c2ccccc2)cs1
  A: 4; B: 6; C: 5; D: 10; E: 0.6; F: -9; G: 0.2; H: 1; I: -13

CC(=O)c1sc2nsc(SCCN3CCCC3)c2c1N
  A: 2; B: -8; C: -1; D: 4; E: -0.2; F: -18; G: -0.6; H: -1; I: -7

O=C(CCN1C(=O)/C(=C/c2ccccc2)SC1=S)NNC(=O)c1ccncc1
  A: -5; B: -6; C: -12; D: 4; E: -0.2; F: ·; G: ·; H: ·; I: -1

Source: PubChem
